DAX1 inh-1: DAX1 (NR0B1) inhibitors on StAR promoter, primary screen, cell-based, luminescence, SF-1 (NR5A1), full-length DAX-1; HEK293T StAR-luciferase reporter, SF-1/DAX-1 repression relief; inhibition, % at 6.8 µM; 370,000 compounds, 1.1% hits; AID 652010, 2013;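 active means inhibition above the mean over all tested compounds plus 3 SD, cut at about 3.6% in these data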;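 further: 0% = DAX-1 cells with DMSO and 100% = cells lacking DAX-1 with DMSO; higher inhibition means more luminescence from relief of DAX-1 repression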
SMARCA2 activ: SMARCA2 (BRM) function activators, primary screen, cell-based, luminescence, high throughput | 370,000 compounds, 1% hits | AID 652017, 2013 | MG213 cells, MMTV-luciferase reporter, dexamethasone, overnight | activation, % at 9.1 µM; in the data active means activation above about 7.8%;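 further: 0% = vehicle wells and 100% = reference activator wells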
hgDAF12 agonist: H. glycines DAF-12 receptor agonists, primary screen, cell-based, luminescence, HEK293, GAL4 fusion, UAS-luciferase. 370,000 compounds, 1.8% hits. Nuclear hormone receptor DAF-12 (Heterodera glycines), GAL4 fusion. activation, % at 6.8 µM. HEK293 GAL4-hgDAF12 UAS-luciferase reporter, agonist luminescence; normalized to butyrate control. AID 687014, 2013;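 active means activation above a cutoff set at the mean of all screened compounds plus 3 SD, cut at about 10% in these data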;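 further: 0% = DMSO wells and 100% = sodium butyrate wells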
NPR1 activator: GC-A stimulated cGMP production enhancers – HEK293 GC-A cells, cGMP TR-FRET, EC30 ANP, primary screen; Atrial natriuretic peptide receptor 1 (Homo sapiens), P16066; 0% at EC30 ANP, 100% saturating ANP; activation, % at 10 µM; 370,000 compounds, 0.14% hits; AID 1671463, 2021; in the data active means activation above about 40%
Target sequence (P16066 whole entry, looked up): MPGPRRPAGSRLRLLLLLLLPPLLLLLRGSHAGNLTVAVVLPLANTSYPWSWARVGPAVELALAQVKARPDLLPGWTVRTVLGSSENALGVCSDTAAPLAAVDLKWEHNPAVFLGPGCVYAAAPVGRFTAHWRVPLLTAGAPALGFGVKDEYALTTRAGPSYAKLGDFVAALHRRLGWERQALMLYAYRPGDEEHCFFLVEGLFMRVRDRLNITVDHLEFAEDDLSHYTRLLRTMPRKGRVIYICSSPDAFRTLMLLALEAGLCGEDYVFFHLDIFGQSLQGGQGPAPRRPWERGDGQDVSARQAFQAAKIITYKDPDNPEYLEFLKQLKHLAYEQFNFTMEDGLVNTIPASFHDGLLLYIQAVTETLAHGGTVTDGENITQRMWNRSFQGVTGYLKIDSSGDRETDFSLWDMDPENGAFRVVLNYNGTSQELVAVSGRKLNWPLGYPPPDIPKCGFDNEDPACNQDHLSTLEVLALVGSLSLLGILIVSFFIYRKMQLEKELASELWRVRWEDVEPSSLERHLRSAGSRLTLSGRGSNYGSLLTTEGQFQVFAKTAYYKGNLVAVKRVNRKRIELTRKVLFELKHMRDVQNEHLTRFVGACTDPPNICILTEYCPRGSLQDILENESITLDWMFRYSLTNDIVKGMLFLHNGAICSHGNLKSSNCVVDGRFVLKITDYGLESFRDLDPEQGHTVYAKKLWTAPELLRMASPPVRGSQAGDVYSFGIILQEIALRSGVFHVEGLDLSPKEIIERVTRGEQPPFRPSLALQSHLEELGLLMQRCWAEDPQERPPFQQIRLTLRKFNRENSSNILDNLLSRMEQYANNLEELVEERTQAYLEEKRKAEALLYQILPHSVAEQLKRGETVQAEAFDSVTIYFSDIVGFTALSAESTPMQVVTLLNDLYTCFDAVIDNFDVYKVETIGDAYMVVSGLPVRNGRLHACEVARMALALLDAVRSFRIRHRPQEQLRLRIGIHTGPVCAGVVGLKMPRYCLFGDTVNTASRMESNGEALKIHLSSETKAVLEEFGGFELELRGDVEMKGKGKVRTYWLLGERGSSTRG
ssDAF12 agonist: S. stercoralis DAF-12 nuclear receptor activators, primary screen, cell-based, luminescence, HEK293, GRIP1 co-expression, lit1-tk-luc; 370,000 compounds, 1% hits; activation, % at 6.8 µM; Nuclear hormone receptor DAF-12 (Strongyloides stercoralis); HEK293 ssDAF-12/GRIP1 lit1-tk-luc reporter; % of 3 µM dafachronic acid response;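 active means activation above the mean over all tested compounds plus 3 SD, cut at about 0.9% in these data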;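 further: 0% = DMSO-only wells and 100% = 3 µM delta7-dafachronic acid wells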
DAX1 inh-2: DAX1 (NR0B1) inhibitors, primary screen, cell-based, HEK293, Gal4-DAX1, luciferase luminescence; Nuclear receptor subfamily 0 group B member 1 (Homo sapiens), P51843; HEK293 Gal4-DAX1 luciferase reporter; inhibition, % at 6.75 µM; 340,000 compounds, 0.99% hits; AID 504766, 2011;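 active means inhibition above the mean over all tested compounds plus 3 SD, cut at about 4.2% in these data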;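 further: 0% = DAX1-transfected cells with DMSO and 100% = empty-vector control cells with DMSO; inhibition shows as a rise in luminescence from relieved DAX1 repression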
ADAM10 inh: human ADAM10 inhibitors, primary screen, biochemical, QFRET, HTS; inhibition, % at 7 µM; Disintegrin and metalloproteinase domain-containing protein 10 (Homo sapiens), O14672; 370,000 compounds, 0.62% hits; recombinant ADAM10, EDANS/DABCYL FRET peptide cleavage, 3 h;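 active means inhibition above a per-campaign cutoff equal to the mean of compounds falling between control-based bounds plus 3 SD, cut at about 20% in these data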;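 further: 0% = DMSO wells while the 100% control is not disclosed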
FXN GAA850 act: FXN promoter activators, primary screen, cell-based, luciferase luminescence, HEK293 lucGAA850; HEK293 lucGAA850 FXN promoter luciferase reporter, 24 h; percent of 10 µM SAHA response; activation, % at 6 µM; 360,000 compounds, 0.56% hits;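 active means activation above the average of all compounds screened plus 3 SD, cutoff fixed separately per campaign, cut at about 7.5% in these data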;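 further: 0% = DMSO wells and 100% = 10 µM SAHA wells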
hcDAF12 agonist: H. contortus DAF-12 nuclear receptor activators, primary screen, cell-based, luminescence, HEK293, lit1-tk-luc reporter; activation, % at 6.8 µM; 370,000 compounds, 1.4% hits; HEK293 hcDAF-12 lit1-tk-luc reporter; 0% DMSO, 100% Δ7-dafachronic acid; AID 652067, 2013;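 active means activation above the mean of all tested compounds plus 3 SD, cut at about 5.5% in these data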;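 further: 100% = response to 3 µM Δ7-dafachronic acid high control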
GC-B act: human GC-B receptor activators, primary screen, HEK293 GC-B cells, cGMP TR-FRET, EC30 CNP; 0% at EC30 CNP, 100% saturating CNP; AID 1920062, 2024; 370,000 compounds, 0.11% hits; activation, % at 10 µM; Atrial natriuretic peptide receptor 2 (Homo sapiens), P20594;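 active means activation at 10 µM reaching about 35% in either raw or pattern-adjusted values, limit read from the data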
sPLA2-III inh: human group III sPLA2 inhibitors, primary screen, biochemical, QFRET, BODIPY PC-A2 liposome substrate. Group 3 secretory phospholipase A2 (Homo sapiens), Q9NZ20. QFRET BODIPY PC-A2 liposome hydrolysis, fluorescence. inhibition, % at 12.2 µM. 370,000 compounds, 0.56% hits. AID 743126, 2013;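 active means inhibition above mean plus 3 SD of compounds lying within the high and low control bounds, cut at about 19% in these data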;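 further: 0% = median of test compound wells and 100% = no enzyme DMSO wells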
* hit, by the source's call; nt = no result given. An unsorted share of the library. Share with any hit: about 6.6%.

SMILES	DAX1 inh-1	SMARCA2 activ	hgDAF12 agonist	NPR1 activator	ssDAF12 agonist	DAX1 inh-2	ADAM10 inh	FXN GAA850 act	hcDAF12 agonist	GC-B act	sPLA2-III inh
COc1ccccc1/C=C\C(=O)NCC(=O)N/N=C/c1cccc(OC)c1O	-0.8	-4	-4.2	-1	-1.2	-0.2	-48	-2.6	-0.7	-3	-34
O=c1c2ccccc2c(=O)n(-c2ccccc2)n1-c1ccccc1	-2.2	-1	-1.0	-6	-1.3	0.4	-19	1.5	-0.8	-8	10
Cc1ccccc1CN(C)CC(=O)Nc1cccc(S(=O)(=O)N(C)c2ccccc2)c1	-1.1	-2	-4.2	-4	-1.7	-2.2	8	-1.3	-0.7	-5	-29
O=C(Nc1ccccc1-c1nc2ccccc2s1)c1ccc(Br)o1	0.3	-2	-1.5	10	-1.2	0.7	-2	-1.5	-0.4	-1	2
O=C(Cc1cnc2ncnn2c1)N1CCc2c([nH]c3ccccc23)C1c1ccccc1F (stereo unspecified)	0.3	-1	-2.6	-16	1.7*	-1.1	-7	0.1	4.2	-6	3
Cn1nc(C(=O)Nc2ccccc2N2CCCC2)c2ccccc2c1=O	-4.1	4	-3.9	-4	-1.6	0.2	4	0.5	-3.9	-4	1
c1ccc2c(c1)CCCc1cc(NCCN3CCOCC3)nnc1-2	-0.2	-3	0.5	9	-1.6	0.7	-6	1.0	-1.2	-1	7
Cc1ccc(NC(=O)COc2ccc(/C=C3/SC(=Nc4ccccc4)N(Cc4cccnc4)C3=O)cc2)cc1	-0.3	0	1.3	-2	-0.9	0.4	-8	0.1	-0.4	-2	-6
CCC(C)Sc1ccc([C@@H]2[C@@H]3C(=O)N(CC)C(=O)[C@@H]3[C@]3(C(=O)OC)CCCCN23)cc1 (stereo partly specified)	-0.1	2	1.9	1	-1.1	0.9	5	2.2	-1.2	6	-2
CCOC(=O)c1c(C)[nH]c(C)c1C(=O)COC(=O)COc1ccc(Cl)c(C)c1	1.2	-2	2.4	2	-0.9	-0.1	12	1.4	-0.3	-13	-20
CCS(=O)(=O)N1CCN(C(=O)CCC2CCCC2)CC1	-0.9	0	2.6	1	-0.9	0.2	2	0.2	-1.3	4	-1
CCO[C@H]1OC(C(=O)NC2CC2)=C[C@@H](c2ccc(C(F)(F)F)cc2)[C@@H]1CCCO	-0.5	2	-2.0	-3	-1.1	0.3	1	-0.9	0.1	3	-3
COCC#Cc1ccc(CC[C@H]2O[C@H]3CC[C@@H](CO)O[C@H]3C[C@H]2n2cc(C(C)(C)O)nn2)cc1	0.3	-1	-1.5	2	-0.8	nt	-10	nt	-0.5	-4	9
Cc1cc(C)nc(Nc2ncc(O)n2-c2ccc(C)c(C)c2)n1	0.3	1	-3.5	-3	-0.8	-0.3	-2	-0.5	-0.3	9	-5
COc1ccc(S(=O)(=O)NCC(=O)Nc2ccc3c(c2)OCCO3)cc1OC	-0.3	-2	0.3	4	-1.0	1.2	-7	2.9	-0.6	0	-3
CC(C)N1C(=O)CC2(CC[N+](C)(CCOC(=O)C(c3ccccc3)c3ccccc3)CC2)C1=O (stereo unspecified)	0.7	1	0.1	-1	-0.9	-0.4	0	0.0	-0.9	0	-6
CCN1C(=O)CCC(C(=O)O)C1c1ccc(OC)cc1 (stereo unspecified)	0.0	-1	-2.5	-2	-1.1	1.0	3	0.4	-1.3	2	1
C/C(=N\NS(=O)(=O)c1ccc(C)cc1)c1cc2ccccc2oc1=O	0.2	3	8.5	1	-1.2	-0.3	-8	-1.6	1.7	-1	-4
CCCSC1=C(C#N)C(c2ccc(O)c(OC)c2)CC(=O)N1 (stereo unspecified)	-0.1	-1	-0.3	4	-1.8	1.4	-7	-0.7	1.1	7	-2
O=C(CNC(=O)c1ccc(Br)cc1)OCC(=O)c1ccccc1	0.4	1	1.8	5	0.2	1.4	-3	0.3	-1.1	-4	2
COC(Cc1ccccc1N1CCCC1=O)OC	-0.3	0	2.0	1	-1.0	1.2	3	-0.2	-0.1	1	0
Cc1ccccc1Nc1nc(N)nc(COC(=O)c2ccccc2)n1	1.5	5	6.8	3	-1.0	1.1	5	5.6	2.5	-4	-3
Nc1cc(=O)[nH]c(SCC(=O)Nc2ccc(F)c(Cl)c2)n1	0.5	-3	-0.1	1	-1.1	-0.2	-6	-1.7	-1.4	4	-4
COc1ccc(S(=O)(=O)N(C)C[C@@H]2Oc3c(NS(C)(=O)=O)cccc3C(=O)N([C@@H](C)CO)C[C@H]2C)cc1	-0.5	2	-1.2	-1	-1.3	-1.9	-6	-0.1	1.7	3	1
c1ccc2c(C[n+]3csc4ccccc43)cccc2c1	0.4	0	5.2	-4	0.6	-1.0	1	4.4	4.5	4	-2
CCOC(=O)c1nn(-c2ccccc2)c(=O)cc1SC(C)C	-0.9	2	0.2	3	-1.4	-1.3	3	1.6	-1.4	-2	2
CCOc1cc(C(=O)N2CCC(CC3CC(c4ccc(Cl)cc4)=NO3)(C(=O)NCC3CCCCC3)CC2)cc(OCC)c1OCC (stereo unspecified)	0.3	0	-0.7	1	-1.3	0.3	14	1.1	-1.2	1	-6
Cc1ccc(S(=O)(=O)CCC(=O)OCC(=O)c2cc(C)ccc2C)cc1	1.1	-3	-0.4	2	-1.0	-1.1	-6	0.3	-1.1	-1	1
COc1ccc(N(CC(=O)NCc2cccnc2)S(=O)(=O)c2ccccc2[N+](=O)[O-])c(OC)c1	0.2	-2	3.2	-7	-0.3	0.0	-3	1.0	-0.2	-5	0
CNNC(=S)Nc1cccc(SC)c1	-0.5	-1	0.1	1	-1.3	4.2	-1	2.0	0.4	-2	4
COc1ccccc1CCC(=O)Nc1cccc(S(=O)(=O)N2CCCC2)c1	-1.1	-2	0.9	1	-0.5	-0.6	7	-0.5	2.6	6	-8
COc1cccc(C2C(C(C)=O)=C(O)C(=O)N2Cc2ccco2)c1 (stereo unspecified)	0.3	-6	0.0	2	-0.8	-0.1	-10	-1.3	-1.3	0	-6
CN(C(=O)COC(=O)CCCc1c[nH]c2ccccc12)c1c(N)n(Cc2ccccc2)c(=O)[nH]c1=O	0.9	1	6.1	1	-0.2	0.1	-6	-1.7	1.4	-1	-54
CC(=O)c1ccc(N(CC(=O)Nc2cc(C)on2)S(=O)(=O)c2ccc(C)cc2)cc1	0.6	-3	-1.2	2	-1.2	-1.1	3	-0.5	-1.3	-1	5
CCOC(=O)NC(=O)CSc1nnnn1-c1ccccc1	-0.2	-2	1.9	1	-1.8	1.0	6	1.6	0.7	0	-3
COc1ccc(OC)c(NC(=O)CSc2nc3[nH]c(=O)cc(O)c3s2)c1	-0.6	-2	0.2	1	-0.9	0.8	-5	-0.8	1.0	4	4
O=C(N/N=C\c1ccc(S(=O)(=O)O)o1)c1ccc2c(c1)OCO2	0.9	0	0.8	-2	-0.9	-1.3	-2	1.5	1.3	0	4
Cc1ccc(C(=O)Nc2cccc(N3C(=O)C4CCC(C)CC4C3=O)c2)cc1 (stereo unspecified)	3.2	1	5.1	-4	-1.2	0.9	7	0.5	0.7	4	-18
O=C(COc1ccccc1)NCCn1ccc2ccccc21	0.2	0	-1.0	6	-0.7	-1.0	0	-1.6	-0.2	-6	-18
CCN(CC)C(=O)CSC1=C(C#N)C(c2cccs2)C=C(C)N1 (stereo unspecified)	-1.0	1	-0.2	16	-1.1	-0.1	0	0.1	-2.6	12	0

Some of the entries so far, comma-delimited:
mol,DAX1 inh-1,SMARCA2 activ,hgDAF12 agonist,NPR1 activator,ssDAF12 agonist,DAX1 inh-2,ADAM10 inh,FXN GAA850 act,hcDAF12 agonist,GC-B act,sPLA2-III inh
CCOC(=O)NC(=O)CSc1nnnn1-c1ccccc1,-0.2,-2,1.9,1,-1.8,1.0,6,1.6,0.7,0,-3
COc1ccc(OC)c(NC(=O)CSc2nc3[nH]c(=O)cc(O)c3s2)c1,-0.6,-2,0.2,1,-0.9,0.8,-5,-0.8,1.0,4,4

Next section.
SMILES	DAX1 inh-1	SMARCA2 activ	hgDAF12 agonist	NPR1 activator	ssDAF12 agonist	DAX1 inh-2	ADAM10 inh	FXN GAA850 act	hcDAF12 agonist	GC-B act	sPLA2-III inh
COc1ccc(CCNC(=O)C2CCN(Cc3nc(-c4ccccc4F)oc3C)CC2)cc1OC	-0.7	-2	1.4	1	-1.0	-1.6	-12	1.2	-0.8	1	-3
COc1ccc(C2C(Oc3ccccc3)C(=O)N2c2cc(C)ccc2C)cc1OC (stereo unspecified)	-1.2	-5	-0.8	-19	-1.9	0.2	4	-0.5	0.2	-10	-11
O=C(NCc1cccs1)C1CCN(S(=O)(=O)N2CCCC2)CC1	0.3	1	1.7	-3	-1.0	0.2	-5	-0.8	-1.2	4	2
CSc1cccc(NC(=S)N(CCCN2CCCC(C)C2)Cc2cccs2)c1 (stereo unspecified)	0.6	0	1.0	-16	-1.4	-1.2	3	-2.1	-1.1	-12	5
Cc1cc(Cl)ccc1OCCCC(=O)N1CCOCC1	-0.1	4	2.4	3	-1.2	0.3	-4	-0.5	0.5	-1	-4
CCN1CCN(CC(O)COC(c2ccccc2)c2ccccc2C)CC1 (stereo unspecified)	-0.3	-3	-0.8	-2	-1.2	1.6	-4	1.2	-2.4	-2	-10
CC(=O)Nc1ccc(/C=N/NS(=O)(=O)c2cc(C)ccc2C)cc1	-0.4	2	1.3	4	-1.6	-0.2	6	-0.5	2.7	-2	-6
Cc1coc2c(C)c3oc(=O)c(CCC(=O)NCCCN4CCCC4=O)c(C)c3cc12	0.4	0	-1.3	1	-1.8	0.8	-269	-1.3	-2.4	-2	4
CC(Nc1nc(-c2ccccc2O)nc2ccccc12)c1ccccc1 (stereo unspecified)	2.0	5	9.6	3	0.7	1.1	0	-0.9	4.2	-4	-21
COc1ccc(S[C@]2(C(=O)N(C)C)CC(=O)N(c3ccc(C#N)cc3)[C@@H]2c2ccc(OC)cc2)cc1	-0.6	2	0.4	-7	-1.2	nt	11	nt	0.6	-2	-14
COC(=O)[C@]12CCCCC=C1N(Cc1ccc(Cl)cc1Cl)C(=O)[C@H](CC(=O)N1CCN(C(=O)C3CC3)CC1)C2	-0.7	-2	-1.5	-3	-1.8	nt	1	nt	-1.6	-5	-12
S=C1NCCc2ccc(Cl)cc2C1c1ccccc1 (stereo unspecified)	-0.1	-9	0.0	-3	-0.8	2.1	10	1.8	-1.3	-4	8

Assay outcomes as filed in PubChem.
